Compound activity: PubChem BioAssay, Broad Institute
IDH1 mut inh: inhibitors of IDH1 R132H reductase, primary screen, biochemical, plate reader, single point; diaphorase/resazurin fluorescence, 60 min; 70,000 compounds, 0.18% hits; inhibition, % at 10 µM; in the data active means inhibition above about 34%;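 further: 0% = DMSO and 100% = no enzyme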
EZH2 inh: EZH2/PRC2 methyltransferase inhibitors, primary screen, biochemical, DELFIA time-resolved fluorescence, single point; inhibition, % at 12.5 µM; 57,000 compounds, 0.35% hits; PRC2 H3K27 methylation, DELFIA TRF, 1 h; Histone-lysine N-methyltransferase EZH2 (Homo sapiens), Q15910; AID 651548, 2012;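 active means mean inhibition of replicates at least 50% and every single replicate also reaching 50%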;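 further: dimethyl H3K27 on biotinylated H3 21-44 peptide detected by antibody; plate controls were median neutral control wells for no effect and median positive control wells for full effect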
Target sequence (Q15910 whole entry, looked up): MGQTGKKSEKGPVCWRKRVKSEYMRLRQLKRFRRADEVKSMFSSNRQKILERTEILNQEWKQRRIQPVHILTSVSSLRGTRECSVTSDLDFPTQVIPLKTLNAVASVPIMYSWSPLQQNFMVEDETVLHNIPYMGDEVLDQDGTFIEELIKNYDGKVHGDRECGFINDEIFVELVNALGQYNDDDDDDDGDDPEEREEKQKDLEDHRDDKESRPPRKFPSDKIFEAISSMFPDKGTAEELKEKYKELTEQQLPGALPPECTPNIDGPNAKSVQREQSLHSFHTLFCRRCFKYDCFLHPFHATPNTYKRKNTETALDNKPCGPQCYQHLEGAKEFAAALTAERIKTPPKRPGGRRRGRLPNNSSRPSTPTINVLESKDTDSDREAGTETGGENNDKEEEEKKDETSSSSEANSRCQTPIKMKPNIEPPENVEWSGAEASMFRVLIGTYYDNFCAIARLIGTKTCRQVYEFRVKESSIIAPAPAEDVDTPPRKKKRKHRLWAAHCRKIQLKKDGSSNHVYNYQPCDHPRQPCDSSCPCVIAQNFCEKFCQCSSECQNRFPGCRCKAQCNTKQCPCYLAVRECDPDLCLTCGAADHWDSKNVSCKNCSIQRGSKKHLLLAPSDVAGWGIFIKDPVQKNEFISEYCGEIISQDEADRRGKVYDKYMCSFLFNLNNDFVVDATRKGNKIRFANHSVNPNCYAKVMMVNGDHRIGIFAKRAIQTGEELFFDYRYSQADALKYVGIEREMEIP
* = called active by the depositor; . = not tested or not shown; & = joins results of further samples. Not all compounds are listed; the hit share may differ from the screen's.

SMILES	IDH1 mut inh	EZH2 inh
Cc1noc(C)c1NC(=O)N(C)C[C@@H]1Oc2ccc(NC(=O)Nc3ccc(F)cc3)cc2CC(=O)N([C@H](C)CO)C[C@H]1C	0.5	.
C[C@@H]1CN([C@@H](C)CO)S(=O)(=O)c2ccc(-c3ccc(C(=O)N(C)C)cc3)cc2O[C@@H]1CN(C)C(=O)Nc1ccccc1F	-2.3	3
CCCN(C)C[C@H]1Oc2cc(-c3ccccc3OC)ccc2S(=O)(=O)N([C@H](C)CO)C[C@H]1C	0.4	-5
COc1ccccc1CNC(=O)C[C@@H]1C=C[C@H](NC(=O)CC2CC2)[C@H](CO)O1	0.0	-3
C[C@@H]1CN([C@H](C)CO)C(=O)c2cc(/C=C/c3ccccc3)cnc2O[C@@H]1CN(C)Cc1ccc2c(c1)OCO2	-0.4	.
Cc1ccc(S(=O)(=O)N(C)C[C@H]2OCCCC[C@@H](C)Oc3ccc(NC(=O)NC(C)C)cc3C(=O)N([C@@H](C)CO)C[C@H]2C)cc1	-2.2	.
C[C@@H]1CN([C@H](C)CO)C(=O)c2cc(NS(=O)(=O)c3cn(C)cn3)ccc2O[C@H]1CN(C)C(=O)NC1CCCCC1	2.1	.
CCN(CC(=O)Nc1ccc(Br)cc1F)S(=O)(=O)c1ccc(Cl)cc1	0.2	2
O=C(Nc1cccc(C(F)(F)F)c1)/C(=C\c1cccs1)c1ccsc1	-0.3	26
O=C(C[C@H]1C=C[C@@H](NC(=O)Nc2ccc(F)cc2)[C@H](CO)O1)NCCN1CCCC1	-0.2	-3
CC(C)NC(=O)N(C)C[C@@H]1Oc2ccc(NS(=O)(=O)c3cccs3)cc2C(=O)N([C@H](C)CO)C[C@@H]1C	3.7	.
O=C(C1=C[C@@H](c2ccc(Br)cc2)C[C@@H](OCc2ccc(CO)cc2)O1)N1CCCC1	.	3
C[C@@H]1CN([C@@H](C)CO)C(=O)c2cccc(N(C)C)c2O[C@@H]1CN(C)C(=O)Nc1ccccc1	0.2	3
O=C(NCC[C@H]1CC[C@@H](NS(=O)(=O)c2cccc(F)c2)[C@@H](CO)O1)C1CCOCC1	-0.1	-1
COCC(=O)N(C)C[C@H]1Oc2cc(-c3ccccc3)ccc2S(=O)(=O)N([C@H](C)CO)C[C@H]1C	0.4	2
C[C@H]1CN([C@@H](C)CO)S(=O)(=O)c2ccc(C3=CCCC3)cc2O[C@@H]1CN(C)C(=O)C1CCCCC1	.	-20&-1
C[C@@H]1CCCCO[C@@H](CN(C)CC2CCCCC2)[C@@H](C)CN([C@H](C)CO)C(=O)c2cc(NS(=O)(=O)c3ccc(F)cc3)ccc2O1	7.5	.
CNC[C@H]1Oc2ccc(NC(=O)Cc3ccccc3)cc2CC(=O)N([C@H](C)CO)C[C@H]1C	2.5	11
C[C@@H]1CN([C@@H](C)CO)C(=O)c2c(c3ccccc3n2C)-c2ccccc2CO[C@@H]1CN(C)C(=O)Nc1cccc(F)c1	.	-20
CC(C)(C)OC(=O)N1CCC(c2cc(=O)n3[nH]cc(C(=O)Nc4ccc(F)c(Cl)c4)c3n2)CC1	-0.1	-208
CCCC#Cc1cnc2c(c1)C(=O)N([C@H](C)CO)C[C@@H](C)[C@H](CN(C)C(=O)c1ccc(F)cc1)O2	-2.4	7
CCCN(C)C[C@@H]1Oc2cc(-c3ccccc3)ccc2S(=O)(=O)N([C@@H](C)CO)C[C@@H]1C	-0.3	-33
C[C@@H]1CCCCO[C@@H](CN(C)C(=O)Cc2ccccc2)[C@H](C)CN([C@@H](C)CO)C(=O)c2cc(NS(=O)(=O)c3cccs3)ccc2O1	0.4	.
COc1cccc(-c2ccc3c(c2)O[C@@H](CN(C)C(=O)c2ccccc2F)[C@H](C)CN([C@H](C)CO)S3(=O)=O)c1	-1.8	-3
O=C(N[C@H]1C=C[C@@H](CC(=O)N2CCOCC2)O[C@H]1CO)c1cccc(F)c1	0.2	-6
Cc1cccc(OCC(=O)Nc2ccc(Cl)c(-c3nc4ccccc4s3)c2)c1	0.2	-8
C[C@@H]1CCCCO[C@@H](CN(C)Cc2ccncc2)[C@@H](C)CN([C@@H](C)CO)C(=O)c2cc(NC(=O)Nc3ccc4c(c3)OCO4)ccc2O1	1.5	.
O=C(Nc1ccc2c(c1)[C@H]1C[C@H](CC(=O)N3CCOCC3)O[C@H](CO)[C@H]1O2)C1CCOCC1	0.2	-20
O=C(N[C@H]1CC[C@@H](CCNS(=O)(=O)c2ccc(Cl)cc2)O[C@@H]1CO)c1cccnc1	0.4	4
CCc1cc2c(NCC3CCCO3)ncnc2s1 (stereo not given)	-0.1	5
C[C@H]1CN([C@@H](C)CO)C(=O)c2cc(-c3cccc(F)c3)cnc2O[C@H]1CN(C)C(=O)Nc1ccccc1F	-0.1	.
C[C@@H]1CN([C@@H](C)CO)C(=O)c2cc(NS(=O)(=O)c3ccccc3)ccc2O[C@@H](C)CCCCO[C@H]1CN(C)S(=O)(=O)c1cccs1	-8.0	.
C[C@H](CO)N1C[C@H](C)[C@H](CN(C)S(=O)(=O)c2cn(C)cn2)Oc2ccc(NS(=O)(=O)c3ccccc3)cc2CC1=O	-1.4	.
CCOc1cc(S(=O)(=O)NCc2ccccn2)ccc1Cl	0.7	4
C[C@H](CO)N1C[C@H](C)[C@H](CN(C)Cc2ccc(Oc3ccccc3)cc2)Oc2c(NS(=O)(=O)c3ccc(F)cc3)cccc2C1=O	1.5	.
C[C@H](CO)N1C[C@H](C)[C@H](CN(C)C(=O)CN(C)C)Oc2ncc(C3=CCCC3)cc2C1=O	-2.3	-2
COc1ccc(C(=O)N(Cc2nc(-c3ccccc3)no2)C(C)C)cc1[N+](=O)[O-]	-0.3	-2
C[C@@H]1CN([C@@H](C)CO)S(=O)(=O)c2ccc(C#CC3CC3)cc2O[C@H]1CN(C)C(=O)c1cccc(F)c1	-0.5	1
COc1ccc(NC(=O)N(C)C[C@H]2Oc3ncc(C#CC(C)C)cc3C(=O)N([C@H](C)CO)C[C@H]2C)cc1	.	-17
C[C@@H]1CN([C@@H](C)CO)C(=O)Cc2cc(N(C)C)ccc2O[C@H]1CN(C)C(=O)Nc1ccc2c(c1)OCO2	-0.4	-1
CO[C@@H]1CN(C)C(=O)c2ccc(NC(=O)c3ccc(F)cc3)cc2OC[C@@H](C)N(C(C)=O)C[C@@H]1C	-0.1	-5
O=C(CSc1nnc(-c2ccccc2)o1)Nc1cccc(Br)c1	0.1	12
C[C@H]1CN([C@@H](C)CO)C(=O)c2cccc(NC(=O)c3nc4ccccc4s3)c2O[C@@H]1CN(C)Cc1ccccc1	.	-1
CO[C@H](C(=O)N(C)C[C@H]1OCc2ccccc2-c2ccccc2C(=O)N([C@H](C)CO)C[C@H]1C)c1ccccc1	0.4	3
C[C@H](CO)N1C[C@H](C)[C@@H](CN(C)S(=O)(=O)c2ccc(Cl)cc2)Oc2ccc(NC(=O)CCCN(C)C)cc2CC1=O	0.2	-5
C[C@H](CO)N1C[C@H](C)[C@@H](CN(C)C(=O)CC2CC2)Oc2ncc(C#CC(C)(C)O)cc2C1=O	0.6	12
O=C1c2c(O)cc(O)cc2O[C@H](c2ccccc2)[C@H]1O	2.0	8
C[C@@H]1CN([C@@H](C)CO)C(=O)c2cc(-c3ccccc3)cnc2O[C@@H]1CN(C)C(=O)C1CCCCC1	-5.6	-16
Nc1ccc(S(=O)(=O)Nc2ncccn2)cc1	-1.1	.
O=C(CSC1CC(=O)N(c2ccccc2)C1=O)Nc1cccc(Br)c1 (stereo not given)	0.2	-4
CCC(=O)N1C[C@@H](C)[C@@H](OC)CN(C)C(=O)c2cc(NC(=O)Nc3ccccc3)ccc2OC[C@@H]1C	-0.2	2
C[C@@H]1CCCCO[C@H](CN(C)C(=O)NC2CCCCC2)[C@H](C)CN([C@@H](C)CO)C(=O)c2cc(NS(=O)(=O)c3ccccc3)ccc2O1	0.9	.
C[C@H](CO)N1C[C@H](C)[C@@H](CN(C)C(=O)c2ccc(F)cc2)Oc2ncc(-c3ccncc3)cc2C1=O	.	18
CCOC(=O)c1c(CS(=O)c2ccc(Cl)cc2)oc2c(F)c(F)c(F)c(F)c12 (stereo not given)	-0.2	26
COc1ccc(NC(=O)Nc2ccc3c(c2)C(=O)N([C@H](C)CO)C[C@@H](C)[C@@H](CN(C)Cc2ccc4c(c2)OCO4)OCCCC[C@H](C)O3)cc1	-0.5	.
C[C@@H]1CCCCO[C@@H](CN(C)Cc2ccccc2)[C@H](C)CN([C@H](C)CO)C(=O)c2cc(NC(=O)Nc3ccccc3)ccc2O1	-4.3	.
O=C(C[C@@H]1C[C@@H]2c3cc(NS(=O)(=O)c4ccc(F)cc4)ccc3O[C@@H]2[C@@H](CO)O1)NCc1ccc(-c2ccccc2)cc1	2.1	10
O=C(Nc1ccccc1)Nc1ccc2c(c1)[C@@H]1C[C@H](CC(=O)N3CCCCC3)O[C@@H](CO)[C@@H]1O2	-1.1	2
C=CCOC(=O)C1=C[C@@H](c2ccc3c(c2)OCO3)C[C@@H](OCc2ccc(CO)cc2)O1	0.2	22
C[C@@H]1CN([C@@H](C)CO)C(=O)c2cc(N(C)C)ccc2O[C@@H](C)CCCCO[C@H]1CN(C)C(=O)CCCN(C)C	1.3	-3
(listing goes on)
SMILES	IDH1 mut inh	EZH2 inh
Cc1ccc(S(=O)(=O)Nc2cccc3c2O[C@H](CN(C)Cc2ccncc2)[C@@H](C)CN([C@H](C)CO)C3=O)cc1	.	-7
C[C@@H]1CN([C@@H](C)CO)C(=O)Cc2cc(NC(=O)CCCN(C)C)ccc2O[C@H]1CN(C)S(C)(=O)=O	0.1	0
CC(C)NC(=O)N(C)C[C@H]1OCCCC[C@@H](C)Oc2ccc(N(C)C)cc2C(=O)N([C@H](C)CO)C[C@H]1C	-0.7	3
Cc1cc(OCCCC(=O)Nc2sc3c(c2C#N)CCCC3)cc(C)c1Cl	0.5	5
Cc1ccc(NC(=O)COc2ccc3c(=O)c(-c4ccccc4Cl)coc3c2)cc1	-0.6	-1
CS(=O)(=O)N(CC(=O)Nc1cc(Cl)ccc1Cl)c1cc(Cl)c(Cl)cc1Cl	0.1	10
CC(=O)N(C)C[C@@H]1Oc2cc(C#CC3CCCC3)ccc2S(=O)(=O)N([C@H](C)CO)C[C@H]1C	4.9	-7
O=C(C[C@@H]1C[C@@H]2c3cc(NC(=O)c4ccc5c(c4)OCO5)ccc3O[C@@H]2[C@H](CO)O1)NC1CCCCC1	0.4	3
C[C@@H]1CN([C@H](C)CO)C(=O)c2cc(-c3ccc(C#N)cc3)cnc2O[C@@H]1CN(C)CC1CCCC1	0.4	.
O=C(CSc1ncccn1)Nc1cc(Cl)cc(Cl)c1	0.1	4
COc1cc(OC)c2c(O)c3c(c(-c4c5c(c(O)c6c(OC)cc(OC)cc46)CO[C@@H](C)[C@H]5O)c2c1)[C@H](O)[C@H](C)OC3	0.1	.
C[C@H]1CN([C@@H](C)CO)C(=O)c2cccc(NC(=O)C3CCOCC3)c2O[C@@H]1CN(C)C(=O)Nc1ccc(C(F)(F)F)cc1	-7.0	4
COc1ccc(NC(=O)Nc2ccc3c(c2)CC(=O)N([C@H](C)CO)C[C@@H](C)[C@H](CN(C)Cc2ccc(Oc4ccccc4)cc2)O3)cc1	0.4	.
COc1ccc(C#Cc2cnc3c(c2)C(=O)N([C@H](C)CO)C[C@H](C)[C@@H](CN(C)C(=O)CN(C)C)O3)cc1	-0.2	-22
CNC[C@H]1Oc2ccc(NC(=O)c3ccncc3)cc2C(=O)N([C@H](C)CO)C[C@H]1C	0.3	6
O=C1O[C@@H](c2ccccc2)[C@@H](c2ccccc2)N2[C@@H](c3ccc(O)cc3)[C@]3(C(=O)Nc4ccccc43)[C@@H](C(=O)N3CCCCCCC3)[C@H]12	.	-18
Cc1cc2nn(-c3ccc(C(C)C)cc3)nc2cc1NC(=O)COc1ccccc1[N+](=O)[O-]	0.8	-21
COc1ccc(NC(=O)N(C)C[C@@H]2Oc3ccc(NC(=O)CCN4CCOCC4)cc3CC(=O)N([C@@H](C)CO)C[C@H]2C)cc1	3.1	.

Part of the list above in order of length of the SMILES, high to low:
SMILES	IDH1 mut inh	EZH2 inh
O=C1O[C@@H](c2ccccc2)[C@@H](c2ccccc2)N2[C@@H](c3ccc(O)cc3)[C@]3(C(=O)Nc4ccccc43)[C@@H](C(=O)N3CCCCCCC3)[C@H]12	.	-18
COc1cc(OC)c2c(O)c3c(c(-c4c5c(c(O)c6c(OC)cc(OC)cc46)CO[C@@H](C)[C@H]5O)c2c1)[C@H](O)[C@H](C)OC3	0.1	.
COc1ccc(NC(=O)Nc2ccc3c(c2)CC(=O)N([C@H](C)CO)C[C@@H](C)[C@H](CN(C)Cc2ccc(Oc4ccccc4)cc2)O3)cc1	0.4	.
C[C@H]1CN([C@@H](C)CO)C(=O)c2cccc(NC(=O)C3CCOCC3)c2O[C@@H]1CN(C)C(=O)Nc1ccc(C(F)(F)F)cc1	-7.0	4
COc1ccc(NC(=O)N(C)C[C@@H]2Oc3ccc(NC(=O)CCN4CCOCC4)cc3CC(=O)N([C@@H](C)CO)C[C@H]2C)cc1	3.1	.
C[C@@H]1CN([C@H](C)CO)C(=O)c2cc(-c3ccc(C#N)cc3)cnc2O[C@@H]1CN(C)CC1CCCC1	0.4	.
CNC[C@H]1Oc2ccc(NC(=O)c3ccncc3)cc2C(=O)N([C@H](C)CO)C[C@H]1C	0.3	6
